Screens (PubChem BioAssay)
PLC-beta3 inh – blocks human PLC-beta3 enzyme activity | Purified PLC-beta3, fluorogenic substrate, fluorescence | inhibition, % at 12.2 µM | 370,000 compounds, 0.18% hits; in the data active means inhibition above about 11%;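 further: 0% = median of compound wells on plate and 100% = full blocker control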
PLC-gamma1 inh – PLC-gamma1 (human) inhibition, primary screen; P19174; purified PLC-gamma1, fluorogenic substrate, fluorescence; inhibition, % at 12.2 µM; 370,000 compounds, 0.84% hits; AID 720700; in the data active means inhibition above about 9.5%
DAX1 inh-1 – inhibitors of DAX1 repression of SF-1 activated StAR promoter. HEK293T StAR-luciferase reporter, SF-1/DAX-1 repression relief. inhibition, % at 6.8 µM. 370,000 compounds, 1.1% hits. AID 652010;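 active means inhibition above the mean over all tested compounds plus 3 SD, cut at about 3.6% in these data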;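 further: 0% = DAX-1 cells with DMSO and 100% = cells lacking DAX-1 with DMSO; higher inhibition means more luminescence from relief of DAX-1 repression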
ADAM17 inh – ADAM17 inhibition, QFRET primary screen | recombinant ADAM17, EDANS/DABCYL FRET peptide cleavage | inhibition, % at 6.95 µM | 370,000 compounds, 0.83% hits | AID 720648;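 active means inhibition above the mean of compounds lying between control limits plus 3 SD, set per campaign, cut at about 8.5% in these data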;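 further: 0% = DMSO-only wells as the low control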
FXN GAA850 act – increases GAA850 frataxin promoter reporter activity; HEK293 lucGAA850 FXN promoter luciferase reporter, 24 h; percent of 10 µM SAHA response; activation, % at 6 µM; 360,000 compounds, 0.56% hits; AID 540364;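 active means activation above the average of all compounds screened plus 3 SD, cutoff fixed separately per campaign, cut at about 7.5% in these data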;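 further: 0% = DMSO wells and 100% = 10 µM SAHA wells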
hgDAF-12 ag – activates the H. glycines DAF-12 receptor ligand-binding domain | HEK293 GAL4-hgDAF12 UAS-luciferase reporter, agonist luminescence; normalized to butyrate control | activation, % at 6.8 µM | 370,000 compounds, 1.8% hits | AID 687014;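 active means activation above a cutoff set at the mean of all screened compounds plus 3 SD, cut at about 10% in these data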;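 further: 0% = DMSO wells and 100% = sodium butyrate wells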
DAX1 inh-2 – inhibits human nuclear receptor DAX1 | P51843 | HEK293 Gal4-DAX1 luciferase reporter, luminescence | inhibition, % at 6.75 µM | 340,000 compounds, 0.99% hits | AID 504766;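 active means inhibition above the mean over all tested compounds plus 3 SD, cut at about 4.2% in these data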;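 further: 0% = DAX1-transfected cells with DMSO and 100% = empty-vector control cells with DMSO; inhibition shows as a rise in luminescence from relieved DAX1 repression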
hcDAF-12 act – activates DAF-12 receptor from parasite H. contortus. HEK293 hcDAF-12 lit1-tk-luc reporter, luminescence; 0% DMSO, 100% Δ7-dafachronic acid. AID 652067. 370,000 compounds, 1.4% hits. activation, % at 6.8 µM;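 active means activation above the mean of all tested compounds plus 3 SD, cut at about 5.5% in these data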;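 further: 100% = response to 3 µM Δ7-dafachronic acid high control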
sPLA2-III inh – Inhibits HGIII-sPLA2 liposome hydrolysis, primary screen; Q9NZ20; QFRET BODIPY PC-A2 liposome hydrolysis, fluorescence; inhibition, % at 12.2 µM; 370,000 compounds, 0.56% hits;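 active means inhibition above mean plus 3 SD of compounds lying within the high and low control bounds, cut at about 19% in these data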;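 further: 0% = median of test compound wells and 100% = no enzyme DMSO wells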
Target sequence (Q9NZ20 whole entry, looked up): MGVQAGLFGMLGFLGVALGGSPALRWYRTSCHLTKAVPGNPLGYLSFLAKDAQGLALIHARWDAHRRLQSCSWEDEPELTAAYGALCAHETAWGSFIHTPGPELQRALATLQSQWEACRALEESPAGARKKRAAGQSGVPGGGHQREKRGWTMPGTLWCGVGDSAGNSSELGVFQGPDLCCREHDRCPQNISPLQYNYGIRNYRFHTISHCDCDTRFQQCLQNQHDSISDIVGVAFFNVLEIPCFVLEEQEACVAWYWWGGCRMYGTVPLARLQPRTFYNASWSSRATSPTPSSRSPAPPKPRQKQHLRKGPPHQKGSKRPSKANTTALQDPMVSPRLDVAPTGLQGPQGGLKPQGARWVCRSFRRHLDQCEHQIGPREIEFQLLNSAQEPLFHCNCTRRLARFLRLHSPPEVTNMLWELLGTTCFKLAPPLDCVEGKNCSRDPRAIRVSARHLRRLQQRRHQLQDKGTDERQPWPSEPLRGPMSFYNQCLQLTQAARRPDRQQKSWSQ
ssDAF-12 act – S. stercoralis DAF-12 activation, primary screen. HEK293 ssDAF-12/GRIP1 lit1-tk-luc reporter, luminescence; % of 3 µM dafachronic acid response. activation, % at 6.8 µM. 370,000 compounds, 1% hits. AID 652126;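 active means activation above the mean over all tested compounds plus 3 SD, cut at about 0.9% in these data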;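 further: 0% = DMSO-only wells and 100% = 3 µM delta7-dafachronic acid wells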
ADAM10 inh – inhibitors of human ADAM10. recombinant ADAM10, EDANS/DABCYL FRET peptide cleavage, 3 h. 370,000 compounds, 0.62% hits. O14672. inhibition, % at 7 µM. AID 720582;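 active means inhibition above a per-campaign cutoff equal to the mean of compounds falling between control-based bounds plus 3 SD, cut at about 20% in these data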;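 further: 0% = DMSO wells while the 100% control is not disclosed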
Target sequence (O14672 214-748 limits assumed): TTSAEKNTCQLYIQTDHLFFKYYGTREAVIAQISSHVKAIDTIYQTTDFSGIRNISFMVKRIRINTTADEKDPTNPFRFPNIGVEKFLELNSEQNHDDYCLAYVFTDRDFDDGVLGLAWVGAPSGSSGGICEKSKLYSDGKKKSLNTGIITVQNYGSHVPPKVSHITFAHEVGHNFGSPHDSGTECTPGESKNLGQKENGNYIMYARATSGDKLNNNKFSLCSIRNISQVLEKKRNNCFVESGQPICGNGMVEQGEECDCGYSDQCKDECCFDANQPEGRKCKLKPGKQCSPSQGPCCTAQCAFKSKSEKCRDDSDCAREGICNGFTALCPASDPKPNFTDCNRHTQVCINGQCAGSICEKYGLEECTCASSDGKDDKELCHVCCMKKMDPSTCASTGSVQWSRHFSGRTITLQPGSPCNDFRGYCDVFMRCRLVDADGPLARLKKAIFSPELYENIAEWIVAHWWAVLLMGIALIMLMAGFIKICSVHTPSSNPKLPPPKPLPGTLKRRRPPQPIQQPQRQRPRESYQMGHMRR
* hit, by the source's call; i = inactive; · = not tested or not shown.

Compound,PLC-beta3 inh,PLC-gamma1 inh,DAX1 inh-1,ADAM17 inh,FXN GAA850 act,hgDAF-12 ag,DAX1 inh-2,hcDAF-12 act,sPLA2-III inh,ssDAF-12 act,ADAM10 inh
Cc1ccc(-n2c(SCC(=O)NC3CCS(=O)(=O)C3)nc3ccccc3c2=O)cc1C (centres undefined),-3,-4,-2.1,0,-1.2,-0.2,-1.2,2.5,0,-0.4,-4
CC1CCCN(C(=O)C(=O)c2cn(CC(=O)N3CCCCCC3)c3ccccc23)C1 (centres undefined),-5,0,-0.2,0,0.1,-0.5,0.2,0.7,-8,-1.1,-3
CC(C)CNC(=O)COC(=O)c1cccc(S(=O)(=O)NCC(F)(F)F)c1,1,0,-0.8,-6,0.2,-2.7,-0.5,0.2,4,-1.2,2
CN(C)CCCN1c2ccccc2Sc2ccc3ccccc3c21,-342,-288,-1.2,-8,-0.7,-4.3,2.2,0.2,-2,-0.5,-40
O=C(CCCCCn1c(=O)[nH]c2ccccc2c1=O)N1CCN(Cc2ccc3c(c2)OCO3)CC1,1,1,-0.7,1,-1.3,-2.5,0.3,-1.4,-10,-0.9,-13
CC(C[N+](C)(C)C)OC(N)=O (centres undefined),-1,4,-0.4,-3,3.0,0.1,-0.1,-0.7,-1,-1.6,4
COc1ccccc1C(=O)Nn1c(C2CCC2)nc2ccccc2c1=O,-3,0,-0.6,-1,-1.7,-1.0,0.6,0.9,0,-0.5,2
COCc1nnc(NS(=O)(=O)c2ccccc2)s1,-4,2,-0.3,-4,1.2,-1.5,-0.8,-0.5,8,-0.7,-13
NS(=O)(=O)c1ccc(CNC(=O)c2ccc(C(=O)c3ccccc3)cc2)cc1,3,0,-0.8,-2,-0.7,1.6,0.1,0.8,-19,-1.1,1
CNC(=O)CSc1nc2c([nH]c3ccccc32)c(=O)n1CCOC,-2,-1,0.1,-9,1.4,1.9,-0.6,5.6*,4,0.6,-13
O=C(Nc1cccc(-c2cnc3ccccc3n2)c1)c1ccco1,-9,-8,-0.2,0,-0.7,0.8,-0.1,-1.0,-15,-1.2,5
COc1ccc(NC(=O)C(NCC(C)C)c2ccccc2)cc1Cl (centres undefined),5,1,-0.2,0,-0.4,1.1,0.2,-0.7,1,-1.5,-1
CCOC(=O)N1CCN(CCC(=O)Nc2ccc(C)cc2)CC1,1,11*,0.2,-1,-0.7,-0.8,-0.3,-0.5,3,0.2,2
CCC1Oc2ccccc2N(CC(=O)NCCCN2CCC(C)CC2)C1=O (centres undefined),-1,-1,1.1,-2,-1.8,0.8,0.9,-1.7,-4,-0.3,-6
CCN(c1ccccc1)S(=O)(=O)c1ccc(C(=O)Nc2ccc(C)cn2)cc1,-4,4,2.1,-3,2.7,-1.0,0.5,-0.4,-5,-1.0,-4
COC(=O)c1sccc1NC(=O)c1ccc(OC)c(OC)c1,-9,-4,-0.8,-2,-0.3,-2.6,-0.7,-0.8,5,-1.2,0
O=C(CN(Cc1ccccc1)C(=O)c1ccc2c(c1)OCCO2)NCc1ccc2c(c1)OCO2,2,2,-0.1,-3,0.2,-2.9,-0.7,-1.6,-5,-1.2,2
CCc1ccc(OCc2nnc(SCC(=O)N3CCN(c4ccccc4)CC3)o2)cc1,-3,-4,-0.2,-5,-0.6,1.5,1.5,-1.5,-1,-0.8,1
O=C(NC1(C(F)(F)F)NC(=O)N(c2ccc(F)cc2)C1=O)c1ccncc1 (centres undefined),-2,-7,0.6,-2,-0.3,-0.1,-0.4,0.1,5,-1.5,-4
O=C(O)CCn1cc(/C=C/C(=O)c2ccc(Cl)cc2)c(-c2ccc(Br)cc2)n1,-1,5,-1.8,3,-3.3,-2.0,-0.7,-1.1,-40,-1.5,10
O=C(O)/C=C/c1ccc(S(=O)(=O)Nc2ccc(OCc3ccccc3)cc2)cc1,-12,-1,0.1,-4,-0.4,-0.5,2.5,-1.0,-27,-0.6,0
COc1ccc(C(C)(C)C)cc1NC(=O)CCn1[nH]c(=O)ccc1=O,-6,-1,-1.2,-5,0.5,-0.7,0.1,-1.8,5,-1.4,-11
COC(=O)c1ccc2c(c1)C(C)(C)C(/C=C/c1ccc(OC)c(OC)c1OC)=[N+]2C,-281,-190,-1.8,-1,3.8,-2.4,-1.5,-2.8,11,-1.5,-40
COC(=O)CNC(=O)/C=C/c1cc(Br)ccc1OC,-16,-5,0.1,-14,0.2,-0.7,-0.2,-2.7,-1,-2.2,-37
N/C(=N\OC(=O)c1cccs1)c1ccccc1,3,7,1.0,0,7.7*,16*,1.5,7.4*,7,2.3*,5
O=C(NC(=S)Nc1ccc2[nH]c(=O)[nH]c2c1)c1ccccc1Cl,-12,-2,-0.3,-4,1.9,-3.5,1.4,-2.6,13,-1.2,-4
COc1ccc(OCCCC(=O)NNC(=O)CCN2CCN(c3ccccc3)CC2)cc1,-6,1,-2.0,-2,-2.2,-0.9,0.2,-2.6,6,-1.2,-6
COC(=O)c1c(C)[nH]c(C)c1-c1cccc([N+](=O)[O-])c1,0,4,0.5,1,0.4,1.8,0.9,-2.7,-1,-1.7,7
COc1ccc(C(C(=O)NCc2ccccc2)n2c(-c3ccccn3)nc3ccccc32)cc1 (centres undefined),7,1,-0.8,3,·,-2.6,·,-0.6,-3,-1.4,9
NS(=O)(=O)c1cccc(NC(=O)COC(=O)CNC(=O)c2ccc(-c3ccccc3)cc2)c1,-7,-2,0.6,-6,2.2,1.7,0.2,1.0,-14,-0.2,-7
Cc1c(C)c2c(OCC(=O)N3CCC[C@H]3C(=O)O)cc3c(c2oc1=O)CCC(C)(C)O3,i,i,0.8,i,-2.6,-3.4,3.7,-0.4,7,-1.5,i
Cc1noc(C)c1NC(=O)Nc1ccc2c(c1)C(=O)N([C@H](C)CO)C[C@H](C)[C@@H](CN(C)S(=O)(=O)c1c(C)noc1C)O2,2,1,-0.2,0,3.5,1.7,-0.3,-0.1,-1,-1.2,2
O=C(CNC(=O)c1ccccc1F)NCCc1ccccc1F,-10,3,0.4,0,2.0,7.0,2.2,1.6,1,-0.3,-11
CCOC(=O)C1=CCN(S(=O)(=O)c2ccccc2Cl)C1c1ccccc1 (centres undefined),3,-4,-2.1,0,·,-4.2,·,-1.9,-6,-1.7,1
C/C(=N\N1C(=O)CSC1=S)c1ccc(Br)cc1,-4,-4,-0.1,0,1.3,-0.1,-0.5,1.6,9,-1.0,0
CCOC(=O)c1c(S(=O)(=O)NCC2CCN(Cc3cccc(F)c3)CC2)c(C)n(C)c1C,-5,4,0.1,2,2.2,-1.0,0.2,-1.0,-11,-0.7,9
Cc1cc(C)c(S(=O)(=O)Nc2cnc3ccccc3c2)c(C)c1,-21,-14,-0.5,-8,2.2,-1.7,0.0,-1.7,-50,-1.2,-20
N#Cc1cccc(NC(=O)c2cc(C3CCCCN3C(=O)c3ccccc3)on2)c1 (centres undefined),2,6,-1.7,5,-2.1,1.0,·,-2.8,-1,-1.3,4
O=[N+]([O-])c1ccccc1S(=O)(=O)N1CCN(c2ccc(F)cc2)CC1,-7,-1,-0.2,1,-0.8,-0.5,0.7,-1.2,1,-0.9,1
CC(=O)Nc1ccc(S(=O)(=O)N2CCN(C(=O)Cc3ccccc3)CC2)cc1,7,2,-0.2,-1,-2.5,0.4,0.3,0.2,5,-1.0,-1
O=C(c1ccccc1)N1CCN(C(=S)NCc2ccc3c(c2)OCO3)CC1,-5,-2,-0.8,2,-1.3,-1.9,4.2,0.7,4,-0.8,-7
O=C(NC1CCCCC1)N(c1ccccc1)c1nnc(-c2cccc([N+](=O)[O-])c2)s1,1,7,1.6,-5,5.9,7.5,3.2,4.1,8,0.1,-10
Cc1ccc(N2Cc3ccccc3C2=S)cc1,4,2,3.6,1,5.1,21*,2.1,3.5,-7,0.5,4
O=S(=O)(c1ccccc1)c1nc(-c2cccc(Cl)c2)oc1N1CCOCC1,-5,0,-0.3,-4,2.0,-0.1,-0.9,-0.2,10,-0.7,-5
CC1=C(C(=O)N(C)Cc2ccccc2)C2(CCC(C)CC2)OC1=O (centres undefined),1,0,-0.9,-3,0.0,-0.3,0.1,0.0,-4,-1.4,-10
Cc1ccc(-n2ncc3c2ncn2c(C)nnc32)cc1C,-14,-4,2.3,-2,7.2,5.0,1.4,0.5,4,-1.1,3
Cc1ccc(S(=O)(=O)Cc2ccc(C(=O)NCc3ccc4c(c3)OCO4)o2)cc1,3,0,-0.8,2,-0.3,-2.6,1.4,-2.0,-4,-1.8,-4
O=C(O)COCC(=O)NCc1csc2ccccc12,2,-2,-0.5,-6,0.8,0.5,2.8,-0.6,3,-1.4,-3
CCC(=O)NCCc1cc2ccc(C)cc2[nH]c1=O,-3,-3,0.8,-8,-0.2,0.6,-0.1,0.2,0,-1.0,-32
C=C(c1ccc(OC)cc1)c1ccc(OC)cc1,4,7,0.4,2,2.4,1.2,0.8,0.9,-6,-1.1,0
O=S(=O)(NCC1CCCO1)c1ccc(Cl)c2ccccc12 (centres undefined),1,-2,0.5,0,1.1,-0.7,1.4,-1.6,-18,-1.3,6
O=C(NC1CCCc2ccccc21)c1ccc(=O)[nH]c1 (centres undefined),1,4,0.0,-1,3.0,-0.4,2.5,-0.3,9,-1.0,7
O=S(=O)(NCc1cccnc1)c1ccc(Cl)c(Cl)c1Cl,-1,1,-0.4,2,1.1,-1.6,-0.2,-1.7,-4,-1.2,-6
CSc1nc(-c2ccccc2)nc(NC(=O)c2ccccc2)c1C(C)=O,3,5,-0.2,1,1.0,-1.2,0.2,1.1,3,-1.0,7
COc1ccc(-c2nc(-c3cccs3)c(-c3cccs3)[nH]2)cc1OC,-175,-136,-1.6,-29,1.1,-0.9,-2.1,-4.1,4,-1.5,-92
CCN(CC(=O)Nc1ccccc1C(=O)OC)S(=O)(=O)c1ccccc1,0,3,-0.4,1,1.5,-0.3,-1.5,-2.2,-5,-1.2,2
N#Cc1ccsc1NC(=O)CCN1CCN(C(c2ccccc2)c2ccccc2)CC1,-5,5,0.0,5,-2.2,-0.2,-2.2,-0.8,-7,-0.5,13
NS(=O)(=O)c1ccc(CCNC(=O)CCCOc2ccccc2)cc1,-5,1,-0.3,-4,2.0,-2.1,-0.4,0.1,5,-0.9,-5
Cc1ccc(S(=O)(=O)c2nc(S(C)(=O)=O)sc2N2CCCCC2C)cc1 (centres undefined),-2,-1,-0.7,-1,0.8,0.2,-0.5,-0.4,-9,-1.6,4
